# Assay outcomes (PubChem)
# CXXC DNA block – blocks binding of human MLL CXXC domain to DNA | Potency, µM (top dose mostly 115 µM), inactives show top-dose activity change, negative = inhibition, hits mostly inhibitors | actives 0.037% (n = 290,000) | AID 2662 | MLL-CXXC / FITC-HOXA9 DNA fluorescence polarization | Q03164; active = well fitted inhibition curve with a large enough effect in the polarisation, with a control signal flat, not every such curve was filed as active; inconclusive = small, poorly fitted or top-dose-only effect, or effect the other way, or a change in a side signal; inactive = no such curve, though single readings can be large or run the other way; the % refers to the polarisation; note: potency is the fitted concentration of half-maximal effect
#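 Steps: dispense CXXC domain solution (7 uM) → pin compounds or unlabeled HOX-A9 DNA control → 5 min ambient → add FLSN-HOX-A9 solution (50 nM) → spin → 30 min ambient → fluorescence polarization. Tris pH 7.5/NaCl/DTT/BSA buffer.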
# S-ASM inh – blocks human secretory acid sphingomyelinase. P17405. placental ASM, HMU-PC fluorogenic substrate, 60 min. Potency, µM (highest dose often 57.5 µM), without a hit: at the highest dose activity change, negative = inhibition, usual class: inhibitors. actives 0.006% (n = 340,000); note: potency is the fitted concentration of half-maximal effect
#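 qHTS format. ASM enzyme prepared from human placenta hydrolyses the fluorogenic substrate HMU-PC0 (9 uM final) over 60 min at 37 °C after a 10 min compound preincubation.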
# PTAP TSG101 blk – blocks PTAP/TSG101 interaction to inhibit HIV-1 budding. 340,000 tested, under 10 active. Q99816. Potency, µM (titrated, usually from 115 µM), without a hit: top-dose activity change, negative = inhibition, usual class: inhibitors. AID 493005. Fluorescence polarization, FITC-PTAP peptide / Tsg101 binding; active = well fitted inhibition curve with a large enough effect in the main read-out, with a control signal flat, not every such curve was filed as active; inconclusive = small, poorly fitted or top-dose-only effect, or effect the other way, or a change in a side signal; inactive = no such curve, though single readings can be large or run the other way; note: potency is the fitted concentration of half-maximal effect; % of control where 0% means no effect
#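 FP read-out: FITC-PTAP peptide, 50 nM final, binding Tsg101 binding domain, 10 uM final; 20 min, r.t.; 10 mM HEPES pH 7.5, 0.15 M NaCl, 0.01% Tween 20, 3 mM EDTA, 0.1 mM TCEP.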
# TSHR antag – antagonists of human thyroid stimulating hormone receptor | P16473 | AID 504810 | actives 0.2% (n = 330,000) | activity change, negative = inhibition, % at 11.5 µM | TSHR-expressing cells, TSH-stimulated cAMP HTRF, 2 h; stronger effect = lower value;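 active = activity change below a set negative limit, meaning inhibition stronger than a set level, cut at about -70% in these data; inconclusive = activity change between two set negative limits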; note: % is set by controls: 0 for no effect and ±100 for the full control effect
#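 Freshly harvested TSHR cells receive pin-tooled compound, then EC80 TSH at 4nM final. After 2 hours at 37 deg C, antibody in lysis buffer and cAMP-d2 are added; 30 minutes at ambient temperature precede the HTRF read.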
# TCR activator – activates T cell receptor signaling | primary human leukocytes, anti-CD3, IL-2 HTRF, 48 h | Potency, µM (series often up to 9.22 µM), for the others: at the highest dose activation of IL-2 secretion, hits mostly activators | 330,000 tested, under 10 active; note: % of control where 0% means no effect
#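 Primary human leukocytes were stimulated with a-CD3 beads plus compounds for 48 hr without co-stimulation; secreted IL-2 was quantified by HTRF using a-IL-2-K (europium cryptate) and a-IL-2-d2, excited at 320nm with acceptor emission read at 665nm.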
# AT treatment – potential ataxia-telangiectasia treatments restoring KAP-1 phosphorylation. […] A-T fibroblasts, KAP-1 phosphorylation AlphaLISA; neocarzinostatin DNA damage 30 min before lysis. Potency, µM (top dose mostly 57.5 µM), without a hit: at the top dose activation, actives largely listed as activators. actives 0.19% (n = 320,000). AID 485349; note: potency is the fitted concentration of half-maximal effect; % of control where 0% means no effect; nearly all actives have a fitted effect of over 45% in size
#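 ATM-like activity read as KAP-1 phosphorylation via AlphaLISA donor/acceptor antibody pairs after lysis and 6 hr at 25C. Cells were ATM-null patient fibroblasts ([…], hTERT), dosed 60 min, then exposed to the DSB inducer NCS for 30 min.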
# a7 integrin act – activates integrin-mediated alleviation for muscular dystrophy | AID 624291 | actives 0.064% (n = 350,000) | Potency, µM (top dose mostly 38.3 µM), for the others: at the top dose activation, actives largely listed as activators | alpha7betagal myoblasts, beta-gal FDG fluorescence, 48 h;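 note: potency is the fitted concentration of half-maximal effect; 100% = response of the positive control SU9516; nearly all actives have a fitted effect of over 60% in size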
#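 Alpha7betagal+/- myoblasts (passage 13) were plated 16-24 hr, then exposed to compounds (1:260 dilution of DMSO stock) for 48 hours at 37C. After MPER lysis, β-galactosidase reporter activity was read as FDG fluorescence (ex 480/em 540) after 30 minutes.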
# Mito fusion act – blocks mitochondrial division or promotes mitochondrial fusion. Potency, µM (series often up to 46.1 µM), for the others: at the top dose growth rescue (activation), most hits filed as activators. actives 0.23% (n = 320,000). S. cerevisiae fusion-defective mutant growth rescue, CellTiterGlo 48 h;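 note: potency is the fitted concentration of half-maximal effect; % of control where 0% means no effect; nearly all actives have a fitted effect of over 45% in size; temperature-sensitive fusion mutants such as fzo1-1 at 37 °C on non-fermentable ethanol glycerol medium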
#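 Read-out: ATP-based luminescence (CellTiterGlo, 10 min ambient) reporting growth of fusion-defective ts yeast after 48 hours at 37C on glycerol/ethanol YPEG medium in the presence of compound.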
# Menin-MLL TR inh – displaces Texas Red mutant MLL peptide from human menin; O00255; actives 0.23% (n = 270,000); Menin + Texas Red MLL mutant peptide, fluorescence polarization; Potency, µM (titrated, usually from 61.6 µM), for inactives: top-dose FP activity change, negative = inhibition, actives largely listed as inhibitors; AID 1768; active = well fitted inhibition curve with a large enough effect in the polarisation, with a control signal flat, not every such curve was filed as active; inconclusive = small, poorly fitted or top-dose-only effect, or effect the other way, or a change in a side signal; inactive = no such curve, though single readings can be large or run the other way; the % refers to the polarisation; note: potency is the fitted concentration of half-maximal effect; % of control where 0% means no effect; many of its hits are not listed in these tables
# Target sequence (O00255 whole entry, looked up): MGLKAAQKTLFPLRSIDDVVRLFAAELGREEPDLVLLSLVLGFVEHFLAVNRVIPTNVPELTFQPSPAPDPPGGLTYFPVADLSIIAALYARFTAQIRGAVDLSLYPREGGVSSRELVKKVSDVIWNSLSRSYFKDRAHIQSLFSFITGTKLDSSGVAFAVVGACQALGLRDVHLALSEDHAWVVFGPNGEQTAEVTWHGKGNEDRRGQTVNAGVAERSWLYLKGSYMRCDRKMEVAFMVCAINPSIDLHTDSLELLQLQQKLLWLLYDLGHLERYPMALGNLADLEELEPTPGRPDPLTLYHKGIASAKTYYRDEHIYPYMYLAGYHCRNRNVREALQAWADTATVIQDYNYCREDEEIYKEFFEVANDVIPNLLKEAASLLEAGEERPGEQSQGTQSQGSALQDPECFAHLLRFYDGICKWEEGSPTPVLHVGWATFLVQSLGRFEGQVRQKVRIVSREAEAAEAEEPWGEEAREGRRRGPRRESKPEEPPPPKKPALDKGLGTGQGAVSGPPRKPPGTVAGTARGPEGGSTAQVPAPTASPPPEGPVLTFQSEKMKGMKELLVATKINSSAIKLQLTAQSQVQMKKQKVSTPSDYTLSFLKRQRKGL
# MBNL1-CUG inh – MBNL1-poly(CUG) RNA binding inhibition; Q9NR56; AID 2675; actives 0.036% (n = 280,000); Potency, µM (series often up to 57.5 µM), for inactives: at the highest dose activity change, negative = inhibition, usual class: inhibitors; TR-FRET MBNL1-His/biotin-(CUG)12 binding, 665/545 ratio; active = well fitted inhibition curve with a large enough effect in the signal ratio, with a control signal flat, not every such curve was filed as active; inconclusive = small, poorly fitted or top-dose-only effect, or effect the other way, or a change in a side signal; inactive = no such curve, though single readings can be large or run the other way; the % refers to the signal ratio; note: potency is the fitted concentration of half-maximal effect; % is set by controls: 0 for no effect and ±100 for the full control effect
# Target sequence (Q9NR56 whole entry, looked up): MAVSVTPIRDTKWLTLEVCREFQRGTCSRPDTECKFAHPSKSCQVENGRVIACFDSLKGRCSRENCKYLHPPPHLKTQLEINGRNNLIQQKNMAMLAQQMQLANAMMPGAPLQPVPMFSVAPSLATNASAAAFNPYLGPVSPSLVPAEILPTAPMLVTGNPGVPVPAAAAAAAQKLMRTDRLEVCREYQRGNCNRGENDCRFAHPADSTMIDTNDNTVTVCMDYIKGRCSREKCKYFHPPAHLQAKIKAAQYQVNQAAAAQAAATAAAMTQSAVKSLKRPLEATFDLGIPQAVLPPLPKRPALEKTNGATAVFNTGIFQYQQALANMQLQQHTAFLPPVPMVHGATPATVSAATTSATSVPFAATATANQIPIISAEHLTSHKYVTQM
#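 Inhibition of protein-RNA binding appears as loss of TR-FRET between terbium anti-His antibody on MBNL1-His and streptavidin-XL665 on biotin-(CUG)12. Activity is normalized to buffer-only and uninhibited-complex controls.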
# * marks the source's active call; other numbers are inactive results; ? = inconclusive; . = not tested or not shown; [ ] = dose if it differs, or a comment. Unless noted, calls come from the whole dose curve; as a rule, active = well fitted curve in the direction sought with a large enough effect; inconclusive = small, poorly fitted or top-dose-only effect, or another doubt; inactive = no such curve, though single readings can be large; an effect the other way counts as inactive or inconclusive.
SMILES,CXXC DNA block,S-ASM inh,PTAP TSG101 blk,TSHR antag,TCR activator,AT treatment,a7 integrin act,Mito fusion act,Menin-MLL TR inh,MBNL1-CUG inh
Cc1nc(NC(=O)C23CC4CC(CC(C4)C2)C3)sc1Cc1ccc2c(c1)OCO2,-7%,15%,-4%,-41,0%[46.1 µM],5%,12%,?,-5%,8%
CNC(=S)NNC(=O)c1cccs1,4%,8%,0%,-10,5%,-2%,-16%,1%,.,-5%
Cc1ccc(S(=O)(=O)Nc2cc(C)on2)cc1,0%,3%,-1%,9,-1%,6%,16%,7%,-10%,2%
CCc1nnc(NC(=O)CSc2ncnc3c2oc2ccccc23)s1,17%,2%,1%,3,-1%,9%,4%,-2%,12%,16%
CCOc1ccc(CNC(=O)C2Cc3cc(S(=O)(=O)N4CCCCC4)ccc3N2C(C)=O)cc1 (stereo not drawn),23%,-2%,2%,0,7%,1%,-3%,-2%,.,-3%
Cc1cc(Cl)c(S(=O)(=O)Nc2ccc3c(c2)OCO3)cc1OCC(=O)NC1CCCCC1,13%,2%,-3%,-8,3%,3%,9%,0%,0%,5%
O=C(Nc1ccc(F)c([N+](=O)[O-])c1)C(=O)c1c(O)[nH]c2ccccc12,-3%,11%,-4%,18,0%,-1%,22%,11%,?,?
OCCC1CN(Cc2cccc3c2OCO3)CCN1C1CCCCC1 (stereo not drawn),1%,4%,-3%,-7,-3%,1%,-7%,-4%,7%,-1%
COc1ccc(NC(=O)CN(C)C2CCCCC2)cc1Cl,3%,1%,5%,-3,6%,0%,23%,-2%,.,.
Cc1cc2c(c(=O)n1Cc1ccccc1)C1O[C@](CCCCN3C(=O)c4ccccc4C3=O)(Cc3ccccc31)O2,0%[23 µM],.,.,.,.,-6%[11.5 µM],.,-5%[9.22 µM],12%[11.7 µM],41%[activator][11.5 µM]
CC(=O)C1=C(O)C(=O)N(c2ccc(S(=O)(=O)Nc3nccs3)cc2)C1c1ccc(F)cc1 (stereo not drawn),-13%,2%,-3%,1,3%,0%,-13%,-7%,.,?
Cc1nn(-c2ccccc2)c(C)c1NC(=O)c1cccs1,-7%,0%,-7%,6,.,21%,-9%,1%,-1%,-16%
NC(=O)CCN1CCN(Cc2nc(C(c3ccccc3)c3ccccc3)no2)CC1,-10%,5%,-1%,0,13%,7%,-2%,-1%,6%,7%
O=C1NC(=NCc2ccccc2)S/C1=C/c1ccc(O)cc1,2%,-1%,0%,4,-6%[46.1 µM],.,1%,-2%,-20%,?
COc1ccc(NC(=O)CCNS(=O)(=O)c2cccc(C(C)=O)c2)cc1S(N)(=O)=O,-5%,4%,0%,2,7%,8%,-5%,-4%,12%,-4%
O=C(c1ccccc1)c1ccc2cc(O)ccc2c1,0%,-1%,-3%,-11,-9%,3%,?,-18%,?,?
COC(=O)[C@@H]1C[C@@]2(O)[C@H](O)[C@H](O)[C@H](O)C[C@H]2N1Cc1cc(OC)cc(OC)c1,-5%,0%,-4%,-2,4%,23%,0%,3%,2%,2%
CCn1c(-c2ccc(-c3ccccc3)cc2)c[nH]c1=S,31%[activator],6%,-2%,-5,10%,0%,-23%,2%,-6%,51%[activator]
c1ccc(-c2cc3ccccc3cn2)cc1,.,-1%,1%,-13,-1%,23%,-29%,.,.,.
COc1cccc(NC(=O)N2CCN(S(C)(=O)=O)CC2)c1,-6%,12%,2%,-1,0%,2%,5%,-1%,4%,2%
COc1ccc(C)cc1NC(=O)c1cc2c(CO)cnc(C)c2oc1=N,4%,-2%,0%,-4,-1%,-10%,-15%,-1%,21%,?
O=C1c2ccccc2C(=Nc2ccccc2)C1c1cccc(Br)c1 (stereo not drawn),1%,?,-4%,9,0%,3%,8%,3%,?,-4%
CCCCCCCCN1[C@@H](CC(C)=O)c2cc(C(F)(F)F)ccc2S1(=O)=O,.,-4%,-2%,.,1%,.,-2%,.,.,.
COC(=O)c1ccsc1NC(=O)c1ccc(Cl)s1,1%,38%,3%,-16,-3%,11%,-1%,6%,.,96%[activator]
O=C(CC(n1cncn1)C(Cl)(Cl)Cl)c1ccc([N+](=O)[O-])cc1 (stereo not drawn),0%,5%,4%,4,1%,45%,-40%,-11%,12%,?

# Additional results follow:
SMILES,CXXC DNA block,S-ASM inh,PTAP TSG101 blk,TSHR antag,TCR activator,AT treatment,a7 integrin act,Mito fusion act,Menin-MLL TR inh,MBNL1-CUG inh
O=C(c1ccc(Cl)cc1Cl)N1CCc2ccccc21,-15%,-3%,-1%,-10,6%,-4%,?,1%,0%,-1%
O=C(COC(=O)CCS(=O)(=O)c1ccc(F)cc1)NC1CCCCC1,.,3%,-3%,-8,7%,-2%,9%,0%,.,.
CCN(CC(=O)NCCc1ccc(S(N)(=O)=O)cc1)Cc1nc2cc(OC)c(OC)cc2c(=O)[nH]1,-2%,5%,-3%,8,-1%,-3%,13%,-2%,.,-4%
COc1ccc(OC)c(Nc2nc(-c3sc(NC(=O)c4ccccc4)nc3C)cs2)c1,0%,.,.,4,.,11%,.,-1%,?,3%
Nc1sc2c(c1C(=O)NC1CC1)CCCC2,.,18%,-5%,4,-3%,0%,-36%,.,.,.
O=S(=O)(SC1=NCCN1)c1ccccc1,.,2%,-9%,.,-3%,.,0%,.,.,.
Cc1cc(OCC(=O)OCC(=O)NC2CCCC2)ccc1Cl,.,-2%,1%,3,0%,5%,9%,2%,.,.
COc1c(S(=O)(=O)N2CCCC2)ccc(Cl)c1Cl,2%,5%,-1%,-4,-2%,1%,13%,-1%,18%,-5%

# Grouped by structure, those above containing two or more sulfur atoms.
SMILES,CXXC DNA block,S-ASM inh,PTAP TSG101 blk,TSHR antag,TCR activator,AT treatment,a7 integrin act,Mito fusion act,Menin-MLL TR inh,MBNL1-CUG inh
CNC(=S)NNC(=O)c1cccs1,4%,8%,0%,-10,5%,-2%,-16%,1%,.,-5%
CCc1nnc(NC(=O)CSc2ncnc3c2oc2ccccc23)s1,17%,2%,1%,3,-1%,9%,4%,-2%,12%,16%
CC(=O)C1=C(O)C(=O)N(c2ccc(S(=O)(=O)Nc3nccs3)cc2)C1c1ccc(F)cc1 (stereo not drawn),-13%,2%,-3%,1,3%,0%,-13%,-7%,.,?
COc1ccc(NC(=O)CCNS(=O)(=O)c2cccc(C(C)=O)c2)cc1S(N)(=O)=O,-5%,4%,0%,2,7%,8%,-5%,-4%,12%,-4%
COC(=O)c1ccsc1NC(=O)c1ccc(Cl)s1,1%,38%,3%,-16,-3%,11%,-1%,6%,.,96%[activator]
COc1ccc(OC)c(Nc2nc(-c3sc(NC(=O)c4ccccc4)nc3C)cs2)c1,0%,.,.,4,.,11%,.,-1%,?,3%
O=S(=O)(SC1=NCCN1)c1ccccc1,.,2%,-9%,.,-3%,.,0%,.,.,.

# In the list so far, two contain a nitro group on carbon.
SMILES,CXXC DNA block,S-ASM inh,PTAP TSG101 blk,TSHR antag,TCR activator,AT treatment,a7 integrin act,Mito fusion act,Menin-MLL TR inh,MBNL1-CUG inh
O=C(Nc1ccc(F)c([N+](=O)[O-])c1)C(=O)c1c(O)[nH]c2ccccc12,-3%,11%,-4%,18,0%,-1%,22%,11%,?,?
O=C(CC(n1cncn1)C(Cl)(Cl)Cl)c1ccc([N+](=O)[O-])cc1 (stereo not drawn),0%,5%,4%,4,1%,45%,-40%,-11%,12%,?

# A portion of the library, so the mix of outcomes need not match the whole.
